# Screening data as filed in PubChem.
# mcGAS inh: mouse cGAS inhibition by luminescence. Q8C6L5. recombinant cGAS, Kinase-Glo ATP depletion luminescence. inhibition, % at 12.5 µM. hit rate 0.15% among 160,000. AID 1259399;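 further: 0% = negative control wells and 100% = reference inhibitor with no enzyme activity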
# NPYLR7 agonist: mosquito NPYLR7 agonism; HEK293T NPYLR7/Galpha15, GCaMP6s calcium fluorescence; activation, % at 10 µM; hit rate 0.15% among 270,000; in the data active means activation above about 40%;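 further: 0% = vehicle and 100% = reference agonist at the receptor; some compounds past the cut are filed as inactive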
# hcGAS inh: human cGAS inhibition | AID 1259398 | Q8N884 | inhibition, % at 12.5 µM | recombinant h-cGAS, ATP depletion, Kinase-Glo luminescence | hit rate 0.081% among 290,000;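 further: 0% = vehicle reaction and 100% = reaction without DNA for no activity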
# Target sequence (Q8N884 whole entry, looked up): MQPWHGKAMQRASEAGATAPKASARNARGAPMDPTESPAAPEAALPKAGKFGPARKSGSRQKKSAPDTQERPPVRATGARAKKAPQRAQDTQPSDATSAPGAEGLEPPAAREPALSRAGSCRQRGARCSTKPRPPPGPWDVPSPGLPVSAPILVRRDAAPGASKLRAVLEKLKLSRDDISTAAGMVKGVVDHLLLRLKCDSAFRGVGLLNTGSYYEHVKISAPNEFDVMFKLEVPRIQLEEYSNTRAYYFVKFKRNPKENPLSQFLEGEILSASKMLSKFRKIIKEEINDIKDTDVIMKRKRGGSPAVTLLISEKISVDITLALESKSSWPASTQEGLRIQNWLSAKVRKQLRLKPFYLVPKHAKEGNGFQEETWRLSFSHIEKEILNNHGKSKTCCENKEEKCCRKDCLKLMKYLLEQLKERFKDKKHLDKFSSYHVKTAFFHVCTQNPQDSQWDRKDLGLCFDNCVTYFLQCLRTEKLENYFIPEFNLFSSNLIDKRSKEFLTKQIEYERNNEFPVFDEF
# * = called active by the depositor; . = no result given. Unless noted, no stated cut-off is given here; in the data, active means inhibition above about 40%; inactive means the rest.
structure,NPYLR7 agonist,hcGAS inh,mcGAS inh
COc1ccc(-c2nc3sc(CCNS(=O)(=O)c4ccc(C)cc4)c(C)n3n2)cc1,2,-6,-8
COc1ccc(C(=O)N2CCC(C(NC(=O)c3ccccc3Cl)C(=O)N3CCCCC3)CC2)cc1 (centres undefined),2,-1,-4
Cc1nc(-c2ccccc2)nc(N2CCN(C(=O)c3ccc4c(c3)OCO4)CC2)c1Cc1ccc([N+](=O)[O-])cc1,1,-5,-5
CNc1nc(N2CCN(C)C(CCO)C2)nc2c1CCC2 (centres undefined),.,2,-4
CNC(=O)CN1C(=O)CCN(C(=O)OCC(C)C)CC(OC)c2ccccc21 (centres undefined),6,-1,-5
CCN(CC(=O)N1CC(=O)N(c2ccc(Cl)cc2)C1)C(=O)c1cccc(OC)c1,-6,-7,-4
COCCNC(=O)C1(C)CCCN(Cc2cc3ccccc3o2)C1 (centres undefined),2,-17,.
CCCCCC(=O)Nc1nnc(COc2ccccc2)s1,2,-5,-5
C=C(C)C(C)(C)C(=O)N1CCN2C(=O)CNC(=O)C2C1 (centres undefined),9,-6,.
CCN(CC)c1onc(-c2ccc(F)cc2)c1CNCCOC,22,1,.
Cc1ccc(N2CCC(N3CCCn4cncc4C3)CC2)cc1,5,-3,-3
O=C(Nc1nc(CN2CCCCC2)cs1)c1cc(F)cc(F)c1,2,-14,.

# A section from further up:
structure,NPYLR7 agonist,hcGAS inh,mcGAS inh
COc1ccc(-c2nc3sc(CCNS(=O)(=O)c4ccc(C)cc4)c(C)n3n2)cc1,2,-6,-8
COc1ccc(C(=O)N2CCC(C(NC(=O)c3ccccc3Cl)C(=O)N3CCCCC3)CC2)cc1 (centres undefined),2,-1,-4

# Continued.
structure,NPYLR7 agonist,hcGAS inh,mcGAS inh
OCCC1CN(Cc2cn[nH]c2-c2cccc(F)c2)CCN1C1CCCC1 (centres undefined),3,-7,-8
O=C1NCCN(S(=O)(=O)NCc2ccccc2)C1c1cccc(F)c1 (centres undefined),1,-9,.
O=C(Cn1cnnn1)N1CCOC(COc2cccc(C(F)(F)F)c2)C1 (centres undefined),22,-10,-10
CN=c1scc(-c2cc(OC)ccc2OC)n1N=C1CCc2ccccc21,-9,-6,.
CNC(=O)C(O)C(O)C(=O)NC (centres undefined),3,-3,.
O=C1CN(Cc2ccco2)C2CS(=O)(=O)CC2N1c1ccccc1 (centres undefined),0,-5,.
C1=C(CCNC2CCOC3(CCOCC3)C2)CCCC1 (centres undefined),.,-10,-4
CCC1CN(C(=O)c2ccc3[nH]c(C)c(C)c3c2)CCN1 (centres undefined),-3,-4,.
Cc1ccc(Br)cc1S(=O)(=O)NC(C)c1ccccn1 (centres undefined),1,-5,-3
CCOC(=O)Cc1csc(NC(=O)CSc2nnc3ccccn23)n1,-9,-3,-4
CCc1nc2ccc(C(=O)Nc3ccc4c(c3)OCC(=O)N4)cn2c1N(CC)C(=O)CCC1CCCC1,16,-3,-3
O=C(Cn1ccc2ccccc21)NC1c2ccccc2CC1O (centres undefined),8,-5,.
CCc1cnc(C)nc1-c1cc(NCCO)nc2[nH]ccc12,13,-5,-15
COc1ccc(C2(C(=O)NCc3c(C)nn(-c4ccccc4C)c3C)CCCCC2)cc1,1,-4,-3
O=C(CCC1CCCN(C(=O)Cc2ccsc2)C1)N1CCN(Cc2ccccc2)CC1 (centres undefined),-2,-9,-12
COC(=O)c1ccc(COC(CN2CCN(C(=O)c3ccccn3)CC2)c2ccc(Cl)cc2)cc1 (centres undefined),-2,-4,-7
COCCNc1nc(Nc2ccc(C)cc2)c2cnn(-c3ccccc3)c2n1,0,-3,-6
Cn1c(=O)c2c(nc(N3CCCCCC3)n2CCSc2nc3ccccc3s2)n(C)c1=O,-1,3,.
CC(C)Oc1ccc(C(=O)NCc2nnnn2-c2ccccc2)cc1,2,-3,-7
O=C1NCCN(Cc2ccc(-c3ccccc3)cc2)C1CC(=O)N1CCCCCC1 (centres undefined),14,-10,-10
Cc1ccccc1COC1CCCN(S(=O)(=O)c2ccccc2)C1 (centres undefined),-8,2,-2
CN1CC2(CCN(C(=O)c3cc(-c4cccs4)nn3C)C2)OC1=O (centres undefined),19,-4,.
COc1ccc(CCN(C)S(=O)(=O)c2ccc(OC)c(N3CCN(C(=O)c4ccco4)CC3)c2)cc1OC,-5,-2,-5
Cc1cccc(CN2CCCC3(CCN(C(=O)c4ccc(C)s4)C3)C2)c1 (centres undefined),.,-9,-12
CCOC(=O)c1c(C)c(CCC(=O)N2CCC3(CC2)OCCO3)n(C)c1C,.,-8,-5
O=C(c1cccc(F)c1F)N1CCN(Cc2cccc(-c3noc(-c4cccnc4)n3)c2)CC1,5,-3,-5
CCc1cc(-c2ccc(C(C)N3CCOCC3)cc2)nc(N2CCOCC2)n1 (centres undefined),7,-4,-16
C/C=C\COC1CCCN(C(=O)c2ccccc2OC)C1 (centres undefined),19,-7,-4
COCCCn1ccnc1-c1ccc(C)c(F)c1C,-5,-2,-1
CC(C)c1ccc(C(=O)Nc2nnc(C(C)C)s2)cc1,-6,1,.
O=C(C1=CCCCC1)N(CC1CCN(C2Cc3ccccc3C2)CC1)CC1CCCO1 (centres undefined),7,-4,-8
COCC1CCCN(C(=O)CCC2(Cc3ccc(OC)c4ccccc34)CCC(=O)N2)C1 (centres undefined),16,-8,-12
CS(=O)(=O)c1oc(-c2ccc(F)cc2)nc1S(=O)(=O)c1ccc(F)cc1,5,-1,.
COc1ccc(CCNC(=O)c2cccnc2N2CCN(C(=O)c3cccc(Cl)c3)CC2)cc1OC,-2,7,2
CSc1nc(NCC(C)C)c2cnn(CCNC(=O)C3CC3)c2n1,.,-7,-7
O=C(NCc1ccco1)[C@@]1(OCc2cccc(Cl)c2)CC(OCc2ccccc2F)[C@H](O)[C@H](O)C1 (some centres undefined),11,4,1

# Single records (already shown):
# Results for COc1ccc(CCNC(=O)c2cccnc2N2CCN(C(=O)c3cccc(Cl)c3)CC2)cc1OC : NPYLR7 agonist: -2; hcGAS inh: 7; mcGAS inh: 2
# Results for CCc1cc(-c2ccc(C(C)N3CCOCC3)cc2)nc(N2CCOCC2)n1 (centres undefined) : NPYLR7 agonist: 7; hcGAS inh: -4; mcGAS inh: -16

# More results
structure,NPYLR7 agonist,hcGAS inh,mcGAS inh
Cc1nc2n(c(=O)c1C)C(CC(=O)NCC1CCCO1)CS2 (centres undefined),-2,-6,.
O=C1CSC(c2ccc(F)cc2)N1C1CC1 (centres undefined),-2,-3,-4
O=C(N/N=C1\CCCCC1C1CCCCC1)C1COc2ccccc2O1 (centres undefined),-2,-8,.
CCN(Cc1ccc(N(C)C)cc1)C(=O)c1cccc(C(=O)OC)n1,-5,8,.
Cc1cc(F)ccc1NC(=O)CNC(C)Cn1cncn1 (centres undefined),17,-3,-11
Cc1nonc1CC(=O)N1CCC(CCC(=O)N(C)Cc2ccccc2)CC1,3,-5,.
NC(=O)c1ccc(N(C(N)=O)c2c(F)cccc2F)nc1-c1ccc(F)cc1F,3,-4,-9
CCCc1cc(NC(=O)c2cn(C)nc2-c2ccccc2OC)n[nH]1,-1,-5,-10
N#Cc1ccccc1CN1CCC(OC(=O)CCc2ccco2)CC1,0,-15,.
Fc1ccc(N2CCC(NCC3(Cn4cccn4)CC3)C2)cc1 (centres undefined),.,-7,-11
c1ccc2c(c1)nc(Nc1ccncc1)c1nncn12,6,-6,-3
Cc1cccc(C(=O)N2C(C(=O)NCC(C)C)COC23CCN(C(=O)c2ccccc2C)CC3)c1 (centres undefined),2,-2,1

# Looked up one by one from above:
structure,NPYLR7 agonist,hcGAS inh,mcGAS inh
Cc1cc(F)ccc1NC(=O)CNC(C)Cn1cncn1 (centres undefined),17,-3,-11
Cc1cccc(C(=O)N2C(C(=O)NCC(C)C)COC23CCN(C(=O)c2ccccc2C)CC3)c1 (centres undefined),2,-2,1
O=C(N/N=C1\CCCCC1C1CCCCC1)C1COc2ccccc2O1 (centres undefined),-2,-8,.
c1ccc2c(c1)nc(Nc1ccncc1)c1nncn12,6,-6,-3
NC(=O)c1ccc(N(C(N)=O)c2c(F)cccc2F)nc1-c1ccc(F)cc1F,3,-4,-9
Cc1nonc1CC(=O)N1CCC(CCC(=O)N(C)Cc2ccccc2)CC1,3,-5,.
CCCc1cc(NC(=O)c2cn(C)nc2-c2ccccc2OC)n[nH]1,-1,-5,-10

# Going on with the list:
structure,NPYLR7 agonist,hcGAS inh,mcGAS inh
CCOc1ccc2nc(N=C(NC(=O)CC)NC(=O)CC)nc(C)c2c1,-9,1,-4
CC(C)c1noc(C2CCCN2C(=O)c2cccc(Cn3cccn3)c2)n1 (centres undefined),-6,1,.
CCCn1c(NCCO)nc2c1c(=O)n(C)c(=O)n2C,0,-11,.
COC(=O)C1=C(C)OC(=N)C(C#N)C1c1cccc(OCc2ccccc2)c1 (centres undefined),-6,-1,3
Cn1cc(CC(=O)NCC2CCC(c3nc4ccccc4[nH]3)CC2)c2ccccc21 (centres undefined),-4,-7,.
N#Cc1cccc(Cl)c1NCC1CSCCS1 (centres undefined),-5,-1,-4
O=C(c1ccc(CSc2cccc(Cl)c2)cc1)N1C2CCC1CC(Oc1ccc3c(c1)OCO3)C2 (centres undefined),6,-9,-6
O=C(NCC(F)(F)F)NC1CCCN1S(=O)(=O)c1ccccc1F (centres undefined),5,7,-3
CN(Cc1ccc2c(c1)OCCO2)Cn1ncn(C)c1=S,-1,0,.
CCNC(=O)C1CCN(Cc2nc(-c3ccc(C(=O)OC)cc3)no2)C1 (centres undefined),4,-6,.
Oc1[nH]c2ccccc2c1N=Nc1cccc2cccnc12,19,-2,-4
Cc1ncc2c(c1CNC(=O)c1ccccc1F)CCN(C(=O)c1c(F)cccc1Cl)C2,9,-8,-24
CC(=O)OC(C)(C)C(=O)N1CCc2ccccc2C1c1ccc(C)cc1 (centres undefined),13,-8,-2
COc1ccc(C2CC(c3ccccc3OC)=NN2C(=O)CN2CCCC2)cc1 (centres undefined),-1,-7,-7
Cc1ccc(NC(=O)c2c(N)n(/N=C\c3ccco3)c3nc4ccccc4nc23)cc1,-11,1,0
CCN(CC1CCOC1)C(=O)c1cnn(-c2ccc(Cl)cc2Cl)c1 (centres undefined),-3,-3,.
CCOc1ccc(-n2c(CNC(=O)c3ccco3)nnc2SCC(=O)Nc2nccs2)cc1,3,-5,-2
O=C(CCc1ccccc1)N1CCC(c2nc(-c3ccc4c(c3)OCO4)no2)CC1,4,-8,-6
Cc1c(C(=O)NCCCn2ccnc2)cnc2c(-c3ccc(C(C)C)cc3)cnn12,13,-5,-4
CCCc1c(C)nn(-c2ccc(C(=O)Nc3ccccc3C)cc2)c1C,-9,-5,-6
Cc1cc(C)n(-c2ccc(C(F)(F)F)cc2NC(=O)CNC(=O)C2CC2)n1,2,-7,.
CO[C@H]1C(=O)N(C)C2(CCN(C(=O)OCc3ccccc3)CC2)[C@@H]1C(=O)N(C)c1ccccc1,2,13,-3
Cc1ccc(-c2ccsc2C(=O)N2CCCC(NS(C)(=O)=O)C2)cc1 (centres undefined),6,-4,-10
Cc1cc(C)cc(NC(=O)Cn2nc(C(C)C)c3cnn(-c4ccc(F)cc4)c3c2=O)c1,5,-5,.
COC(=O)c1cc(N2CCOCC2)ccc1NC(=O)C(C)Oc1ccc(C)cc1 (centres undefined),4,-10,.
Cc1ccccc1OCCC(=O)N1CCC2(CC1)C(=O)NCCN2C,7,-1,-15
CCOC(=O)C1CCN(CC(=O)N2N=C(c3cccc(F)c3)CC2c2ccc(OC)cc2)CC1 (centres undefined),22,-7,-6
CCc1cc(-c2ccc3c(c2)OCCO3)ccc1NC(C)=O,25,-4,-18
Brc1ccccc1C=NNc1nc2ccccc2o1,5,-9,-6
CN1CCC(CCN2CCN(C)CC2)CC1,8,-7,.
COC(=O)c1cc(OC)cc2c1OC(CNC(=O)c1ccc(F)c(F)c1)C2 (centres undefined),22,-6,-7
CCn1nccc1C1CCCN1C(=O)Nc1cc(OC)cc(OC)c1 (centres undefined),4,2,-5
CCOc1ccccc1-c1c(C#N)c(N)nc(OC)c1C#N,33,-8,-6
Cn1c2nc3ccccc3nc2c2cc(Br)cc(Br)c21,1,0,.
CSc1nc(-c2ccc(Cl)cc2Cl)[nH]c(=O)c1C#N,3,-2,.
CCCC1CCC(c2ccc(C#N)c(=O)[nH]2)CC1 (centres undefined),3,-5,-6
NCc1cn[nH]c1-c1cccs1,-12,1,-5
O=C(NCc1nc2ccccc2[nH]1)c1cccnc1Nc1cccc(Cl)c1,1,0,-5
COC(=O)Cc1cc(C2CCN(Cc3cc(C)ccc3O)CC2)n[nH]1,4,-1,-14
Cc1[nH]n(-c2nc(-c3ccc(Cl)cc3)cs2)c(=O)c1N=Nc1cccc(C(=O)O)c1,-3,0,-2
Cc1ccc(C)c(Nc2nc(N3CCN(C)CC3)nc3nccnc23)c1,4,3,.
COCCCN(Cc1c(-c2ccccc2)noc1N1CCC(C)CC1)C(=O)c1ccc2c(c1)OCO2,3,-11,-7
O=C(CCN1C(=O)CSc2ccccc21)NCc1ccccc1Cl,3,6,.
Cc1ccc(CN(CC(O)COc2ccc(Cl)cc2)CC2CCCO2)o1 (centres undefined),29,-9,-5
CCOC(=O)c1nn(-c2ccc(F)cc2)c(=O)c2c(NC(=O)C3CCCC3)scc12,4,-10,-8
CC(/C=C1\N=C(c2cccc(C)c2)OC1=O)=C\c1ccccc1,-4,-4,.

# This is a random part of the collection (roughly 0.27% active in at least one column).
